# Rtt109 HAT inh: inhibitors of Candida albicans Rtt109/Vps75 histone acetyltransferase; Q5AAJ8; purified Rtt109/Vps75, ThioGlo CoA-SH fluorescence, 4 h; inhibition, % at 34.9 µM; actives 0.16% (n = 330,000); AID 540336;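 active means inhibition of at least 50% in every replicate; inconclusive means best replicate reaches 50% inhibition but some replicates fall short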
# Target sequence (Q5AAJ8 whole entry, looked up): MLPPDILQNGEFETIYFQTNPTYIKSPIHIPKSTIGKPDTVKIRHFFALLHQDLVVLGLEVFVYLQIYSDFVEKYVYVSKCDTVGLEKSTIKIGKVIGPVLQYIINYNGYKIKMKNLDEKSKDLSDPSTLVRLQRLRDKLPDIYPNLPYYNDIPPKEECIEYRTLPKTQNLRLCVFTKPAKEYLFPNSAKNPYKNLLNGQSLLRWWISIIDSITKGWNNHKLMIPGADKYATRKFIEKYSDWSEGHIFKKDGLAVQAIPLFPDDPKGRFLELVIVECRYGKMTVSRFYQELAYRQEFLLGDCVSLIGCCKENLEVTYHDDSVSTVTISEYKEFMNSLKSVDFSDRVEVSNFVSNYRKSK
# MITF TRPM1 HTS: activators of MITF-driven TRPM1 promoter activity in SK-MEL-5 cells; SK-MEL-5 TRPM1-promoter luciferase, 24 h; % of positive control, neutral wells = 0; actives 0.75% (n = 300,000); activation, % at 12.5 µM; AID 588334;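 active means mean activation of at least 80% with every replicate also reaching 80%; inconclusive means mean reaches 80% but some replicate falls short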;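 further: 0% = neutral control wells and 100% = parthenolide positive control wells; values of inactives mirror those of a sister screen read the other way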
# CAL PDZ FP-1: inhibitors of human CAL PDZ peptide binding; Q9HD26; purified CAL PDZ, TMR-peptide fluorescence polarization, 1 h; inhibition, % at 20 µM; actives 0.02% (n = 330,000); AID 504414;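 active means highest replicate inhibition of at least 40%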;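 further: plate controls were DMSO neutral control wells for no effect and unlabeled competitor peptide control wells for full effect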
#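 System: purified tagged CAL PDZ domain construct (CerCALP). Schedule: 1 h incubation at room temperature before polarization reading. Medium: 25 mM sodium phosphate pH 7.4, 150 mM NaCl, TCEP, IgG, Thesit. Read-out: percent inhibition from loss of millipolarization. Measured by: FP readout, S and P plane fluorescence. Probe or stimulus: fluorescent TMR peptide probe.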
# dFosB act: activators of mouse delta FosB homodimer. P13346. purified delta FosB, TAMRA-CDK5 oligo fluorescence polarization; percent of positive-control signal above neutral wells. activation, % at 25 µM. actives 0.99% (n = 340,000). AID 493131;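 active means mean activation above about 17%, with every replicate also reaching it, limit read from the data, passing the limit was not always enough; inconclusive means only one of the two conditions met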;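 further: fluorescence polarization rise as delta FosB binds a TAMRA Cdk5 AP-1 oligo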
# Tat transport: blocks Tat-dependent protein export in E. coli; inhibition, % at 10 µM; actives 0.036% (n = 340,000); E. coli MC4100 TorA-mCherry Tat export, fluorescence;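 active means mean replicate inhibition at least 50% and at least half of replicates individually reaching 50%; inconclusive means only one of the two criteria met; inactive means neither criterion met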;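 further: exported cargo escapes ClpAP degradation while cytoplasmic cargo is degraded and loses fluorescence; 0% = median of neutral control wells and 100% = median of NaSCN control wells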
# RTF Ca sens act: cardiac RTF calcium sensitization; IANBD-labeled TnC RTF fluorescence at EC20 calcium; 0% EC20 calcium, 100% full calcium; activation, % at 7.2 µM; actives 0.24% (n = 340,000); P19429+P45379;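 active means activation above the mean over all tested compounds plus 3 SD, cut at about 30% in these data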;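 further: rise in fluorescence read as greater calcium sensitivity of cardiac thin filaments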
# CAL PDZ FP-2: blocks peptide binding to the human CAL PDZ domain. purified CAL PDZ, TMR-peptide fluorescence polarization, 1 h. inhibition, % at 24.9 µM. actives 0.92% (n = 300,000). AID 602252;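 active means mean inhibition of at least 30% with at least half of replicates also reaching 30%; inconclusive means no clear call, values can overlap the other calls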;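 further: 0% = DMSO neutral control and 100% = excess unlabeled competitor peptide PRC23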
# V-ATPase pH: yeast V-ATPase proton transport regulation by pHLuorin | S. cerevisiae, pHLuorin cytosolic pH fluorescence | response, % at 10 µM | AID 504577 | actives 0.37% (n = 350,000); in the data active means response mostly above about 7.3%, no sharp cut-off; inactive means mostly below about 5.4%; further: actives read high; inactives centre near 0; some compounds called inactive have numbers as strong as hits; reference of the scale not given here
# CDK5 p35 inh: blocks human CDK5/p35 kinase activity; Recombinant CDK5/p35, ADP-Glo luminescence, 60 min; AID 488839; inhibition, % at 10 µM; actives 0.01% (n = 330,000);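 active means highest replicate inhibition of at least 50% and at least 75% of replicates reaching 50%; inconclusive means only one of the two criteria met; inactive means both criteria failed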;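 further: plate controls were DMSO neutral control for no effect and GW8510 at 10 µM for full effect; many of its hits are not listed in these tables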
# Target sequence (Q00535 whole entry, looked up): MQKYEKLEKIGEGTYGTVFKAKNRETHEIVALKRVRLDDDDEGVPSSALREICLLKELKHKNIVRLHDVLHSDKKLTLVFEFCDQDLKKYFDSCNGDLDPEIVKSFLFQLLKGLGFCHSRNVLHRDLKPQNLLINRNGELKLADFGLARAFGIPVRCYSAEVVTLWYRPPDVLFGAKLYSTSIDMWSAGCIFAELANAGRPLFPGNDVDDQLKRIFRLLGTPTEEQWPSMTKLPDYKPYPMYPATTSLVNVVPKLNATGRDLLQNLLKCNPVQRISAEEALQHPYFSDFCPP
# Target sequence (Q15078 whole entry, looked up): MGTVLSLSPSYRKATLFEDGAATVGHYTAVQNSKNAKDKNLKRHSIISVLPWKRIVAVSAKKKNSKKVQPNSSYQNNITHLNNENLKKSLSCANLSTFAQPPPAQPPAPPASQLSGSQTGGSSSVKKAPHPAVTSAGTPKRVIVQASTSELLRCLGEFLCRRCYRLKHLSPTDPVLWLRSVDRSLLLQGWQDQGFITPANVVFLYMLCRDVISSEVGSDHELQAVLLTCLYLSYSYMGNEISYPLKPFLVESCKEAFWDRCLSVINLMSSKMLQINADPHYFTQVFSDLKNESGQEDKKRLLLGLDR
# Wnt act: activators of Wnt/beta-catenin signaling; Wnt/beta-catenin reporter cell assay, activator, plate reader; activation, % at 9.35 µM; actives 1.2% (n = 300,000); AID 743398; in the data active means activation above about 30%, passing the limit was not always enough; inconclusive means no clear call, values can overlap the other calls;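 further: 0% = neutral control wells and 100% = positive control wells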
# * = called active by the depositor; ? = inconclusive; . = no result given.
1) CN(Cc1nc(-c2ccncc2)no1)S(=O)(=O)c1ccccc1
2) c1n[nH]c(SCCCCSc2ncn[nH]2)n1
3) CC(C(=O)N1CCOCC1)N1C(=O)c2cccc3cccc(c23)C1=O (stereo unspecified)
4) CCn1cc(/C=C(\NC(=O)c2ccccc2OC)C(=O)NCCCN2CCOCC2)c2ccccc21
5) COc1ccc(-c2cnn3c(N)c(S(=O)(=O)c4ccccc4)cnc23)cc1
6) O=[N+]([O-])c1ccc(OCC(O)CNC2CCCC2)cc1 (stereo unspecified)
7) O=C(CCc1ccncc1)N1CCCC(Nc2ccc(F)c(F)c2)C1 (stereo unspecified)
8) Cc1cccc(N(C(=O)CCC(=O)Nc2nccs2)C(C(=O)NC(C)(C)C)c2ccc(O)cc2)c1 (stereo unspecified)
assay / compound	1	2	3	4	5	6	7	8
Rtt109 HAT inh	3	2	-4	4	-14	-9	3	11
MITF TRPM1 HTS	.	3	-10	-13	20	3	-1	-2
CAL PDZ FP-1	-0.7	0.4	-1.1	-1.0	0.5	-2.1	-0.3	-0.4
dFosB act	-5	1	-3	-4	3	-1	4	-14
Tat transport	-6	-4	-3	-4	-5	5	3	-1
RTF Ca sens act	0	0	-1	-4	4	-2	3	-2
CAL PDZ FP-2	-3	-5	-2	-1	-10	-2	.	.
V-ATPase pH	-3	-2	0	-1	3	3	-1	2
CDK5 p35 inh	1.0	1.7	-0.7	.	-0.4	-0.4	0.9	0.0
Wnt act	0	.	33*	1	-5	-1	-4	-2

9) COc1ccccc1C(CNC(=O)CNC(=O)c1cccc(Cl)c1)N1CCCC1 (stereo unspecified)
10) COc1cccc(C2C(C#N)=C(N)N(N(C)C)C3=C2C(=O)CCC3)c1OC (stereo unspecified)
11) CCCCCNC(=O)C(C)NS(=O)(=O)c1ccc(OC)cc1 (stereo unspecified)
12) Cc1ccc2cc(C#N)c(N3CCN(C)CC3)nc2c1
13) CCN(CC(=O)Nc1ccc2c(c1)OCCO2)C(=O)c1cc(S(=O)(=O)N2CCOCC2)ccc1F
14) CCC/C(O)=C1\C(=O)CC(C)(C)CC1=Nc1ccccc1O
15) C=CCNC(=O)/C=C/c1cccs1
16) COc1ccc(C(=O)Nc2cccc(/C=C(/CCC(=O)O)c3nc4ccccc4s3)c2)cc1
assay / compound	9	10	11	12	13	14	15	16
Rtt109 HAT inh	-4	2	2	10	-4	0	2	1
MITF TRPM1 HTS	10	3	-16	5	2	4	2	3
CAL PDZ FP-1	-0.2	0.4	0.1	-1.2	-1.6	-0.5	0.6	-3.1
dFosB act	3	2	1	-5	1	3	0	-26
Tat transport	1	-13	-4	0	2	-11	-4	-3
RTF Ca sens act	1	-2	-1	-1	-7	-11	7	-3
CAL PDZ FP-2	.	-5	-4	-1	0	18	-2	-2
V-ATPase pH	6	-3	-1	1	2	2	-3	-6
CDK5 p35 inh	0.0	-0.5	-1.4	1.5	0.8	-0.9	1.4	-1.3
Wnt act	2	0	2	-1	3	-1	-2	18

# Laid out differently: results already given
No.	Structure	Rtt109 HAT inh	MITF TRPM1 HTS	CAL PDZ FP-1	dFosB act	Tat transport	RTF Ca sens act	CAL PDZ FP-2	V-ATPase pH	CDK5 p35 inh	Wnt act
11	CCCCCNC(=O)C(C)NS(=O)(=O)c1ccc(OC)cc1 (stereo unspecified)	2	-16	0.1	1	-4	-1	-4	-1	-1.4	2
12	Cc1ccc2cc(C#N)c(N3CCN(C)CC3)nc2c1	10	5	-1.2	-5	0	-1	-1	1	1.5	-1

# (more compounds)
17) N#Cc1ccccc1OCC(=O)NCc1ccccc1CN1CCCC1
18) CCOC(=O)C1=C(C)N(CC(C)C)C(=O)/C1=C\c1ccc(OCC(=O)Nc2ccccc2)cc1
19) COc1cccc(CC(=O)OC(C)C(=O)Nc2ccc(Cl)cn2)c1 (stereo unspecified)
20) COc1ccccc1N1CCN(C2CCCN(C(=O)CCn3cncn3)C2)CC1 (stereo unspecified)
21) COCCCC1CCN(C(=O)C2CCC(=O)N(CC3CCCCC3)C2)CC1 (stereo unspecified)
22) O=S(=O)(c1cccc2nonc12)N1CCN(c2cccc(Cl)c2)CC1
23) COc1ccc(/C=C\C(=O)Oc2cccc(/C=N/NC(=O)Cc3ccc(OC)c(OC)c3)c2)cc1
24) COc1ccc(-c2noc(CSc3ccccc3)n2)cc1OC
assay / compound	17	18	19	20	21	22	23	24
Rtt109 HAT inh	-4	0	6	10	2	-4	-2	1
MITF TRPM1 HTS	16	.	-3	2	11	.	25	?
CAL PDZ FP-1	0.1	0.1	-2.7	-0.6	0.7	-0.3	0.0	-2.0
dFosB act	-8	-12	-6	-8	2	2	-8	-10
Tat transport	-9	6	-5	25	-3	2	0	-1
RTF Ca sens act	-1	4	-5	3	-4	-5	-6	2
CAL PDZ FP-2	-1	-2	5	-17	-3	.	-4	2
V-ATPase pH	7	6	0	-5	-3	1	-3	-1
CDK5 p35 inh	-0.5	0.4	1.4	0.2	0.8	1.1	.	0.5
Wnt act	-1	3	0	-1	1	-3	.	-3

25) CN(Cc1nc(-c2ccc(Cl)cc2)no1)C(=O)CCN1C(=O)[C@H]2CC=CC[C@H]2C1=O
26) CSC1SCC2C(=O)N(C)C(C(C)C)C(=O)OCC(NC(=O)c3cnc4ccccc4n3)C(=O)NC(C)C(=O)N(C)C1C(=O)N(C)C(C(C)C)C(=O)OCC(NC(=O)c1cnc3ccccc3n1)C(=O)NC(C)C(=O)N2C (stereo unspecified)
27) O=C1C(Cl)=C(N2CCCC2)C(=O)N1c1ccc(F)cc1
28) COC(=O)c1ccccc1S(=O)(=O)NCc1nc2nc(C)cc(C)n2n1
29) O=C(CN1C(=O)NC2(CCCCC2)C1=O)N1CCN(S(=O)(=O)c2ccc(F)c(F)c2F)CC1
30) Cc1cc(=O)[nH]c(-n2nc(C)c(Oc3ccccc3O)c2C)n1
31) O=C1CN=CN=CN1c1ccc(Cl)cc1Cl
32) COc1ccc(-c2nn(-c3ccccc3)cc2C(=O)N(C)CC(=O)Nc2ccccc2Br)cc1
assay / compound	25	26	27	28	29	30	31	32
Rtt109 HAT inh	14	3	1	1	-8	-13	0	3
MITF TRPM1 HTS	-1	.	18	4	5	-8	4	-19
CAL PDZ FP-1	1.0	-1.2	.	-1.0	-1.8	-0.2	-2.2	-2.9
dFosB act	-7	-40	9	-4	-2	-5	-1	-2
Tat transport	-2	37	-9	-1	-4	-9	2	4
RTF Ca sens act	2	-2	-5	3	-2	-6	-6	-4
CAL PDZ FP-2	.	-4	-3	.	-3	8	-3	-3
V-ATPase pH	3	10	4	-3	1	1	-2	2
CDK5 p35 inh	1.2	1.3	0.2	-1.6	0.5	0.6	-2.3	-0.2
Wnt act	1	-10	0	-4	-1	.	-4	-2

33) Cc1ccc(SCc2[nH]nc3c2C(c2cccnc2)C(C#N)=C(N)O3)cc1 (stereo unspecified)
34) Cc1ccc(C2CC(=O)c3cnc(N4CCN(c5ccccc5)CC4)nc3C2)cc1 (stereo unspecified)
35) Nc1c(C(=O)NCc2ccco2)sc2nc(N3CCOCC3)c3c(c12)CCCC3
36) CCOc1ccc(NC(=O)Nc2ccc(Br)cn2)cc1
37) Cc1c(Cl)c([N+](=O)[O-])nn1CC(=O)N1CCCc2ccccc21
38) O=C1N(Cc2cccnc2)C[C@@H]2C[C@@H](c3cccc(C(F)(F)F)c3)N3CCC[C@@]123
39) COC(=O)Nc1ccc(S(=O)(=O)N2CCN(C)CC2)cc1
40) CS(=O)(=O)c1ccc(-c2sc3ccccc3c2C(=O)N2CCN(c3ccc(F)cc3)CC2)cc1
assay / compound	33	34	35	36	37	38	39	40
Rtt109 HAT inh	-1	1	-4	.	-4	.	-2	-2
MITF TRPM1 HTS	1	.	1	?	3	-1	7	94*
CAL PDZ FP-1	-0.1	-0.9	.	-1.5	-0.3	-1.2	-1.6	-0.9
dFosB act	-4	-5	-2	-13	6	4	6	-10
Tat transport	8	9	10	-1	-4	7	2	1
RTF Ca sens act	4	6	-2	-4	4	-3	-2	-2
CAL PDZ FP-2	3	-2	-7	-2	-1	0	-1	-2
V-ATPase pH	-1	-4	0	3	-1	0	-3	1
CDK5 p35 inh	-12	2.3	0.3	-0.1	-0.6	-0.6	1.3	-2.3
Wnt act	-2	.	30	.	.	.	.	45*

41) COc1ccc(NC(=O)c2ccc(S(=O)(=O)N3CCCC3)cc2)cc1OC
42) CCc1cccc2c(C(=O)COC(=O)c3cnc(C)cn3)c[nH]c12
43) C[C@H](NC(=O)[C@H]1N2C(=O)c3ccccc3C2SC1(C)C)C(=O)NCC1CCCO1 (stereo partly specified)
44) Cc1onc(-c2ccccc2Cl)c1C(=O)NCCCN1CCOCC1
45) COc1ccc(NC(=O)Nc2ccc3c(c2)C(=O)N([C@H](C)CO)C[C@H](C)[C@@H](CN(C)C(=O)NC(C)C)O3)cc1
46) Cn1ccs/c1=N\S(=O)(=O)c1ccc(C(C)(C)C)cc1
47) O=C(c1cc(COc2c(F)cccc2F)on1)N1CCc2ccccc2C1
48) O=[N+]([O-])c1ccc(NN=Cc2ccccc2O)nc1
assay / compound	41	42	43	44	45	46	47	48
Rtt109 HAT inh	5	-8	-5	-2	-6	3	-13	6
MITF TRPM1 HTS	-1	-1	-6	-1	1	8	8	3
CAL PDZ FP-1	-1.1	-1.3	-3.6	-0.8	-0.1	-0.3	-0.6	0.1
dFosB act	-8	-12	-5	5	-1	-1	-1	6
Tat transport	-6	16	-5	-7	-12	-2	4	4
RTF Ca sens act	2	-4	5	3	-2	-3	2	-8
CAL PDZ FP-2	-5	-3	-1	4	1	-2	-1	42*
V-ATPase pH	0	6	1	3	-1	0	0	6
CDK5 p35 inh	-1.5	1.4	-0.1	-1.0	-1.1	2.3	-0.8	4.1
Wnt act	-1	12	0	.	-2	1	-2	-8

49) CN(C)/N=C/C=C1\CC/C(=C\c2ccc(F)c(F)c2)C1=O
50) COc1ccc(-c2cc(C(=O)N3CCCCC3)c3ccccc3n2)cc1
51) Cc1ccc(S(=O)(=O)N/N=C\c2cn(CC(N)=O)c3ccccc23)cc1
52) CCN(CC)S(=O)(=O)c1cccc(NC(=O)CSc2nc3ccccc3[nH]2)c1
53) CCOc1ccc(CCNC(=O)CCCN2C(=O)c3ccccc3C2=O)cc1OCC
54) Fc1ccc(Cn2nnnc2CN2CCN(C3CCCCC3)CC2)cc1
assay / compound	49	50	51	52	53	54
Rtt109 HAT inh	-5	17	0	.	-6	1
MITF TRPM1 HTS	28	29	5	-5	-4	3
CAL PDZ FP-1	-2.0	-3.3	-0.2	-3.5	-0.7	-0.3
dFosB act	-5	-11	0	2	1	-4
Tat transport	5	0	0	-5	2	-10
RTF Ca sens act	0	0	0	-3	-7	6
CAL PDZ FP-2	-2	1	1	-8	-2	-4
V-ATPase pH	-5	1	1	0	0	-2
CDK5 p35 inh	-0.3	0.7	-0.1	6.7	-3.9	0.3
Wnt act	3	3	-2	-6	-1	.

# High-throughput results as filed in PubChem BioAssay.
